KCNQ1 block: inhibitors of human KCNQ1 potassium channel | P51787 | CHO-K1 KCNQ1, FluxOR thallium flux fluorescence; stronger effect = higher value | B-score at 10 µM | hit rate 1.3% among 310,000 | AID 2642;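 active means compounds whose thallium flux B-score, printed positive for inhibition, exceeds three library SD while starting fluorescence stays within three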;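 further: channel opened by potassium depolarization with thallium stimulus after 20 min compound exposure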
Target sequence (P51787 whole entry, looked up): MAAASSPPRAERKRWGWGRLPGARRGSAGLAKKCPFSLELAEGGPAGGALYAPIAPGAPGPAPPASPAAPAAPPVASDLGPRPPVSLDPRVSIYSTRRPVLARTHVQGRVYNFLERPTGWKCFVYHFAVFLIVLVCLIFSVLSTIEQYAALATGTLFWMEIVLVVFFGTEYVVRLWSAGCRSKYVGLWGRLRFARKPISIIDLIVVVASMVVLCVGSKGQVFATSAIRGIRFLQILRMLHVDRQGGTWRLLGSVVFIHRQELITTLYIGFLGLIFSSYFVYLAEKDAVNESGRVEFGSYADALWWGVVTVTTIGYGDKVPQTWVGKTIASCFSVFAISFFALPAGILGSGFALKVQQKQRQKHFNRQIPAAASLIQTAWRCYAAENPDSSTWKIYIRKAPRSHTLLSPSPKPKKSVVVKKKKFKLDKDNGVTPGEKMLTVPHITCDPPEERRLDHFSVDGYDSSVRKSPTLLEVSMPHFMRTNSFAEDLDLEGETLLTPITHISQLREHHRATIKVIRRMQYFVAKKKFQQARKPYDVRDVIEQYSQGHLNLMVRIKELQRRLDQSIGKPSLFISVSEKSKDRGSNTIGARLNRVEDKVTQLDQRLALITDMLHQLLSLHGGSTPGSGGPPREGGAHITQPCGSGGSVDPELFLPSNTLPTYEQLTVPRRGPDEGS
MrgX1 allo act: allosterically activates human MrgX1 receptor signaling; Q96LB2; MrgX1-HEK293, Fluo-4 calcium flux, FDSS; stronger effect = higher value; B-score at 10 µM; hit rate 0.63% among 310,000; AID 588675;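 active means plate-corrected calcium response at least 3 library SD above typical, normal starting fluorescence, not activating the receptor alone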;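 further: compound read alongside a low EC10 to EC30 dose of BAM8-22 agonist; peak minus trough fluorescence over baseline measured at the second addition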
KCNK9 inh: human KCNK9 channel inhibition; B-score at 10 µM; Q9NPC2; hit rate 1.2% among 310,000; HEK293 KCNK9, FluxOR thallium flux fluorescence; stronger effect = lower value; AID 488922;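 active means ratio B-score over 3 SD below the library mean, with starting fluorescence within 5 SD of its mean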;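 further: negative B-score means less thallium flux so channel inhibition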
KCNQ1 pot: human KCNQ1 channel potentiation or activation | P51787 | CHO-K1 KCNQ1, thallium flux FluxOR fluorescence; stronger effect = higher value | B-score at 10 µM | hit rate 0.35% among 310,000 | AID 2648;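 active means fluorescence ratio B-score, a plate-corrected score, at least three library SD, with initial intensity B-score within 5 SD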
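Test system: CHO-K1 cells stably expressing KCNQ1 / Medium: assay buffer / Also added: depolarizing K+/Tl+ stimulus, K2SO4 and Tl2SO4 each 12.5 mM in 5x stock / Incubation: 90 min dye loading and 20 min compound exposure, both at room temperature / Signal: thallium influx via FluxOR fluorescence, kinetic imaging / Evaluation: B score of baseline-normalized fluorescence ratio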
MrgX1 ag: human MrgX1 receptor agonism, primary screen; MrgX1-HEK293 cells, Fluo-4 calcium fluorescence, agonist mode; stronger effect = higher value; hit rate 0.44% among 310,000; B-score at 10 µM;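 active means calcium response B-score plate-corrected fluorescence ratio at least 3 library SD, with starting fluorescence B-score inside 5 SD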
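Material: HEK293 cells stably expressing human MrgX1 receptor | Quantity: 15,000 cells per well | Times: Cells plated overnight, dye loaded 0.5 h 37 °C, 0.5 h room temperature | Measured by: Kinetic Fluo-4 NW fluorescence of intracellular calcium | Control set: Positive and negative controls per plate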
RGS4 inh: human RGS4 inhibition | P49798 | HEK293 M3R/RGS4 inducible, Fluo-4 calcium flux; stronger effect = higher value; triggered by carbachol at its EC20 | B-score at 10 µM | hit rate 0.45% among 310,000;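 active means B-score, a plate-corrected calcium signal, over three deviations above library mean, with baseline fluorescence within five deviations of library mean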;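 further: RGS4 expression induced by doxycycline in cells with stable M3 receptor; B-score is computed from the integrated fluorescence ratio over baseline after carbachol; higher B-score means a larger calcium signal and so more RGS4 inhibition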
TMEM16A inh: inhibitors of mouse TMEM16A calcium-activated chloride channel | Q8BHY3 | HEK293 TMEM16A/YFP iodide influx fluorescence, ionomycin | normalized B-score (activity score, 25-100; higher = stronger inhibition) at 10 µM | hit rate 1.2% among 310,000;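 active means ratio plate-corrected score three or more library SD toward inhibition, starting fluorescence score within five deviations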;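 further: score derived from kinetic fluorescence span divided by baseline fluorescence per well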
hERG rescue: shields human hERG channel from block by proarrhythmic agents | AID 1511 | Q12809 | hit rate 0.51% among 310,000 | CHO-hERG, FluxOR thallium flux, dofetilide IC70 present | activation (rescue from dofetilide block), less the hit threshold, % at 10 µM;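 active means activation above the mean of controls blocked by dofetilide plus 5 SD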;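 further: thallium influx through hERG after potassium depolarization seen as dye fluorescence rise; in these data hits start at about 4.7%; inactives centre near -7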
ANO1 activ: mouse TMEM16A channel activation, primary screen | HEK293 TMEM16A/YFP-H148Q/I152L, iodide quench fluorescence; stronger effect = lower value | Q8BHY3 | B-score at 10 µM | hit rate 0.3% among 340,000;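 active means fluorescence-ratio B-score plate-corrected deviation score at least 3 library SD below zero, with starting fluorescence score within 5 deviations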;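 further: channel opened by trigger with iodide after compound preincubation; score built on the fluorescence ratio of max minus min over baseline; more negative score means more quench and so TMEM16A activation or potentiation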
KCNK3 block: human KCNK3 channel inhibition, primary screen; O14649; CHO-KCNK3 thallium flux, FluxOR fluorescence; stronger effect = lower value; B-score at 10 µM; hit rate 0.84% among 340,000; AID 602410;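 active means B-score under library mean minus 4 SD, starting fluorescence ratio at most library mean plus 5 SD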;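 further: more negative B-score means stronger inhibition of thallium flux through KCNK3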
Target sequence (O14649 whole entry, looked up): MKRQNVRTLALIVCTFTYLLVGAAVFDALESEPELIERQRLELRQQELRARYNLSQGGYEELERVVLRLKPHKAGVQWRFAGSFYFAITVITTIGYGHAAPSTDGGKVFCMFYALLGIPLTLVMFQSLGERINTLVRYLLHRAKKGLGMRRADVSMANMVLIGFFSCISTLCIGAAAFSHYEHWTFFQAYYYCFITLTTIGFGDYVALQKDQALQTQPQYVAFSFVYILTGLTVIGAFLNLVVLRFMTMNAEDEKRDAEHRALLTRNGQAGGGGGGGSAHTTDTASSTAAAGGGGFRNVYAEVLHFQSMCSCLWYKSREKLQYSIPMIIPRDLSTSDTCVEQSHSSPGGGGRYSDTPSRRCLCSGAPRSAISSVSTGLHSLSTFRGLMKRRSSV
RGS4 act: RGS4 potentiation or activation; HEK293 M3R/inducible RGS4, carbachol calcium flux Fluo4; stronger effect = lower value; B-score at 10 µM; hit rate 0.92% among 310,000;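 active means B-score of the integrated calcium signal more than 4 SD below the library mean, with starting fluorescence not abnormally high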;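 further: negative B-score means reduced calcium response which marks RGS4 activation or potentiation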
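Material: M3R-expressing HEK293 line, RGS4 induced by doxycycline | Schedule: Overnight RGS4 induction, 30 min dye load 37 °C, 20 min compound RT | Measured by: Fluo4 fluorescence kinetic imaging of calcium | Read-out: Integrated calcium ratio converted to B score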
The depositor's hits bear a star; i = inactive; . = no result given.

| structure | KCNQ1 block | MrgX1 allo act | KCNK9 inh | KCNQ1 pot | MrgX1 ag | RGS4 inh | TMEM16A inh | hERG rescue | ANO1 activ | KCNK3 block | RGS4 act |
| --- | --- | --- | --- | --- | --- | --- | --- | --- | --- | --- | --- |
| CC(C)(C)c1cc[n+](-c2nc([O-])sc2C=O)cc1 | i | i | i | i | i | i | i | -6 | i | i | i |
| COCCN(C(=S)Nc1ccc(C)cc1C)C(C)c1cccs1 (configuration not stated) | i | i | i | i | i | i | i | -14 | i | i | i |
| CCOc1ccc(S(=O)(=O)NCc2ccc(F)cc2)c2cccnc12 | i | i | i | i | i | i | i | -6 | i | i | i |
| CCOc1ccc(C(=O)NC(C(=O)NCc2ccccn2)C(C)C)cc1 (configuration not stated) | i | i | i | i | i | i | i | -2 | i | i | i |
| COc1ccccc1NC(=O)CSc1ncnc2c1oc1ccccc12 | i | i | i | i | i | i | i | -7 | i | i | i |
| Nc1nc(NCCCN2CCOCC2)nc(Nc2ccc(Cl)cc2)c1[N+](=O)[O-] | i | i | i | i | i | i | i | -8 | i | i | i |
| O=C(OCC(=O)N(C1CCCCC1)C1CCCCC1)c1cnccn1 | i | i | i | i | i | i | i | 0 | i | i | i |
| CC(C)=C1SC(N2CCN(c3cccc(C)c3)CC2)=NC1=O | i | i | i | i | i | i | i | -9 | i | i | i |
| COc1ccc(NC(C)=O)cc1S(=O)(=O)N1CCN(C/C=C/c2ccccc2)CC1 | i | i | i | i | i | i | i | -12 | i | i | i |
| Cc1cccc(C)c1OCc1cc(C(=O)N(Cc2nccn2C)C(C)C)no1 | i | i | i | i | i | i | i | -3 | i | i | i |
| O=C(COC(=O)/C=C/c1ccc(S(=O)(=O)N2CCCCCC2)cc1)NCc1ccccc1Cl | i | i | i | i | i | i | i | -5 | i | i | i |
| COc1ccc(S(=O)(=O)NCC(c2ccco2)N2CCc3ccccc3C2)cc1 (configuration not stated) | i | i | i | i | i | i | i | -8 | i | i | i |
| CO/C(N)=C(\C#N)N=Cc1ccccc1Cl | i | i | i | i | i | i | i | -11 | i | i | i |
| O=C(Nc1ccccc1)Nc1ccc(Cl)c([N+](=O)[O-])c1 | i | i | i | i | i | i | 100* | -21 | i | i | i |
| CCN1C(=O)NC2C1N(S(C)(=O)=O)CCN2S(C)(=O)=O (configuration not stated) | i | i | i | i | i | i | i | -9 | i | i | i |
| OC1(c2cccs2)CN(c2ccc(Cl)cc2)C2=[N+]1CCCS2 (configuration not stated) | i | i | i | i | 28* | i | i | -14 | i | i | i |
| CN(c1ccccc1)S(=O)(=O)c1cc(C(=O)OCC(N)=O)ccc1Cl | i | i | i | i | i | i | i | -7 | i | i | i |
| O=C(NCc1cccnc1)c1nc(-c2ccc(C(F)(F)F)cc2)no1 | i | i | i | i | i | i | i | -5 | i | i | i |
| COc1ccc(C(NC(=O)/C=C/c2ccco2)c2ccc(OC)c(OC)c2)cc1 (configuration not stated) | i | i | i | i | i | i | i | -4 | i | i | i |
| COC(=O)c1c(C(=O)OC)c(-c2cccc(C)c2)n2c1CS(=O)C2 (configuration not stated) | i | i | i | i | i | i | i | -6 | i | i | i |
| CSc1nnc(-c2cccn(Cc3ccccc3)c2=O)o1 | i | i | i | i | i | i | i | -9 | i | i | i |
| O=C(OCC(=O)N1CCCC1=O)c1cccc(S(=O)(=O)N2CCOCC2)c1 | i | i | i | i | i | i | i | -8 | i | i | i |
| CS(=O)(=O)N(CC(=O)N1CCN(c2cccc(Cl)c2)CC1)C1CCCCC1 | i | i | i | i | i | i | i | -5 | i | i | i |
| CSc1nc(N(C)C)c2ccccc2n1 | i | i | i | i | i | i | i | -5 | i | i | i |
| COc1ccc(N(CC(=O)Nc2ccccc2C(=O)NCCc2ccccc2)S(C)(=O)=O)cc1OC | i | i | i | i | i | i | i | -10 | i | i | i |

Later entries:
| structure | KCNQ1 block | MrgX1 allo act | KCNK9 inh | KCNQ1 pot | MrgX1 ag | RGS4 inh | TMEM16A inh | hERG rescue | ANO1 activ | KCNK3 block | RGS4 act |
| --- | --- | --- | --- | --- | --- | --- | --- | --- | --- | --- | --- |
| COc1cccc(C2CCCN2Cc2nc(CC3CC3)no2)c1 (configuration not stated) | i | i | i | i | i | i | i | -4 | i | i | i |
| COc1ccc(-c2cc(C(F)(F)F)nc(SCC(=O)NCCCN3CCOCC3)n2)cc1 | i | i | i | i | i | i | i | -11 | i | i | i |
| C=CCN1C(=O)C2(/C(=C(\O)c3ccc4c(c3)OCCO4)C(=O)C(=O)N2CCCOC)c2ccccc21 (configuration not stated) | i | i | i | i | i | i | i | -3 | i | i | i |
| COc1cc(OC)c(CN2CCC(CO)(CCOc3ccccc3)CC2)c(OC)c1 | i | i | i | i | i | i | i | -26 | i | i | i |
| CCOC(=O)c1c(-c2ccc(C)c(C)c2)csc1NC(=O)C1CC=CCC1C(=O)O (configuration not stated) | i | i | i | i | i | i | i | -23 | i | i | i |
| COc1ccc(CN2CCN(Cc3cc4ccccc4o3)CC2CCO)cc1C (configuration not stated) | i | i | i | i | i | i | i | 3 | i | i | i |
| COc1ccc(C(=O)NC2CC2)cc1OC1CCN(Cc2ccc(F)cc2Cl)CC1 | i | i | i | i | i | i | i | -11 | i | i | i |
| NC(=O)COC(=O)/C=C/c1ccccc1[N+](=O)[O-] | i | i | i | i | i | i | i | -8 | i | i | i |
| CC(C)(C)c1ccc(S(=O)(=O)Nc2ccccn2)cc1 | i | i | i | i | i | i | i | -2 | i | i | i |
| COc1ccc(-c2nc(-c3ccncc3)no2)cc1 | i | i | i | i | i | i | i | -9 | i | i | i |
| Cc1cc(C)nc(N/C(=N\S(=O)(=O)Cc2ccccc2)Nc2ccc(F)c(Cl)c2)n1 | i | i | -13* | i | i | i | i | -4 | i | i | i |
| Cc1ccccc1NC(=O)N1CCc2ccccc2C1 | i | i | i | i | i | i | i | -14 | i | i | i |
| COc1ccc(C(=O)CN(CCC(=O)O)S(=O)(=O)c2ccc([N+](=O)[O-])cc2)cc1 | . | i | . | . | i | . | i | . | i | i | . |
| N/C(=N\OC(=O)Cc1ccccc1[N+](=O)[O-])c1ccncc1 | i | i | i | i | i | i | i | -3 | i | i | i |
| Cc1ccc(NC(=O)COC(=O)CCC(=O)c2ccc(Cl)cc2)cc1S(=O)(=O)N(C)C | i | i | i | i | i | i | i | -4 | i | i | i |
| CCN(C(=O)c1cnc(OC)cc1C(F)(F)F)c1ccc(Cl)cc1 | i | i | i | i | i | i | i | -2 | i | i | i |
| O=C(OC(C(=O)NCc1ccco1)C(OC(=O)c1ccccc1)C(=O)NCc1ccco1)c1ccccc1 (configuration not stated) | i | i | i | i | i | i | i | -4 | i | i | i |
| O=C(CCCCCNC(=O)c1ccccc1)C[N+](=O)[O-] | i | i | i | i | i | i | i | -12 | i | i | i |
| O=S1(=O)N=C(Nc2ccc(N3CCOCC3)c(Cl)c2)c2ccccc21 | i | i | i | i | i | i | i | -1 | i | i | i |
| CCCCc1ccc(NC(=O)COc2ccc(C(=O)Nc3ccccc3OC)cc2)cc1 | i | i | i | i | i | i | i | -8 | . | . | i |
| Nn1nnc2ccccc21 | i | i | i | i | i | i | i | -4 | i | i | i |
| Cc1ccc(C)c(NC(=O)COC(=O)CCc2ccc(S(=O)(=O)N3CCOCC3)cc2)c1 | i | i | i | i | i | i | i | -6 | i | i | i |
| CC(NC(=O)Nc1ccc(F)cc1F)c1ccc2c(c1)OCO2 (configuration not stated) | i | i | i | i | i | i | i | -4 | i | i | i |
| COCOc1cc(O)c2c(=O)c(OCOC)c(-c3ccc(OCOC)c(OCOC)c3)oc2c1 | i | i | i | i | i | i | i | -18 | i | i | i |
| C#CCNC(=O)C1=C[C@@H](c2ccc(C(F)(F)F)cc2)[C@H](CCCO)[C@@H](OCC)O1 | i | i | i | i | i | i | i | -12 | i | i | i |

Following part
| structure | KCNQ1 block | MrgX1 allo act | KCNK9 inh | KCNQ1 pot | MrgX1 ag | RGS4 inh | TMEM16A inh | hERG rescue | ANO1 activ | KCNK3 block | RGS4 act |
| --- | --- | --- | --- | --- | --- | --- | --- | --- | --- | --- | --- |
| O=C(O)/C=C/c1cccc2c1OCCO2 | i | i | i | i | i | i | i | -11 | i | i | i |
| O=C(O)c1ccc(COc2ccc(/C=N/NC(=O)c3cccs3)cc2)cc1 | i | i | i | i | i | i | i | -7 | i | i | i |
| COc1ccc(Cl)cc1NC(=O)c1ccco1 | i | i | i | i | i | i | i | -7 | i | i | i |
| Nc1c(C(=O)OCC(=O)NCc2ccccc2)[nH]c(=O)[nH]c1=O | i | i | i | i | i | i | i | -6 | i | i | i |
| O=C(c1ccc(S(=O)(=O)N2CCCCC2)cc1)N1CCN(CCN2C(=O)c3cccc4cccc(c34)C2=O)CC1 | i | i | i | i | i | i | i | -10 | i | i | i |
| CC(=O)c1ccccc1NS(C)(=O)=O | i | i | i | i | i | i | i | -2 | i | i | i |
| O=C(COC(=O)CCc1c[nH]c2ccccc12)NCc1ccc(Cl)cc1 | i | i | i | i | i | i | i | -8 | i | i | i |
| O=C(c1cccn2c(=O)c3cc(Cl)ccc3nc12)N1CCOCC1 | i | i | i | i | i | i | i | -9 | i | i | i |
| CC(NC(=O)c1ccccc1O)c1ccccc1 (configuration not stated) | i | i | i | i | i | i | i | -9 | i | i | i |
| Cc1ccc(C(=O)N2CCC(C(N)=O)CC2)cc1C | i | i | i | i | i | i | i | -9 | i | i | i |
| CCN(CC)CCNC(=O)Cn1ncc2ccccc2c1=O | i | i | i | i | i | i | i | -14 | i | i | i |
| CCc1ccccc1NC(=O)CN(C)S(=O)(=O)c1ccc(-c2ccc(=O)[nH]n2)s1 | i | i | i | i | i | i | i | -9 | i | i | i |
| CN(C)c1ccc(CN(C(=O)COc2ccc(F)cc2)C2CCS(=O)(=O)C2)cc1 (configuration not stated) | i | i | i | i | i | i | i | -3 | i | i | i |
| Cc1cc(-c2nnc(CCC(=O)NC(C)c3ccc(F)cc3)o2)no1 (configuration not stated) | i | i | i | i | i | i | i | -5 | i | i | i |
| Cc1cccc(C)c1OCC(=O)Nc1cc(Cl)ccc1-n1cncn1 | i | i | i | i | i | i | i | -10 | i | i | i |

Screening results: PubChem, Johns Hopkins Ion Channel Center
